Compound activity: PubChem, Sanford-Burnham Center for Chemical Genomics
HIV peptide binding: inhibitors of HIV fusion peptide binding, primary screen, biochemical, uHTS, fluorescence dequenching (AID 1986) | actives 0.3% (n = 290,000) | cell-free peptide binding, fluorescence dequenching, 30 min; higher % means a stronger effect | one-dose inhibition, % at 20 µM; IC50 in µM for titrated hits; in the data active means inhibition mostly above about 52%, no sharp cut-off; inactive means mostly below about 76%; further: some results filed as inactive read as strong as hits
KOR beta-arrestin-1: KOR antagonists, beta-arrestin recruitment, cell-based, luminescence, uHTS (AID 1778) | actives 0.091% (n = 290,000) | Kappa-type opioid receptor (Homo sapiens) | KOR beta-arrestin recruitment, luminescence, antagonist mode; higher % means a stronger effect | inhibition, % at 10 µM; hits with a dose series show IC50 in µM; in the data active means inhibition above about 50%; further: strong numbers were not always called active
AID2073: inhibitors of Mint1-CaV2.2 protein interaction, biochemical, HTRF (AID 2073). actives 0.19% (n = 290,000). HTRF protein-protein interaction, Mint1-CaV2.2; higher % means a stronger effect. inhibition, % at 20 µM, or IC50 in µM where a hit was titrated; in the data active means inhibition mostly above about 51%, no sharp cut-off; inconclusive means no clear call, values can overlap the other calls; inactive means mostly below about 53%; further: some results filed as inactive read as strong as hits
GPR55 beta-arrestin: GPR55 agonists via beta-arrestin recruitment, primary screen, imaging, U2OS cells, beta-arrestin-GFP redistribution (AID 1961) | G-protein coupled receptor 55 (Homo sapiens) | U2OS GPR55 beta-arrestin-GFP redistribution imaging; higher % means a stronger effect | activation, % at 10 µM, or EC50 in µM where a hit was titrated | actives 0.048% (n = 290,000);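 active means activation above 40% with more than 50 cells counted in the well; inconclusive means wells holding fewer than 50 cells, flagged as toxic or sparse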;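 further: U2OS osteosarcoma cells stably expressing GPR55 and beta-arrestin-GFP; plate controls were DMSO negative control for no effect and LPI positive control for full effect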
GPR55 antagonists: GPR55 antagonists blocking LPI-driven arrestin recruitment, primary screen, imaging, U2OS, beta-arrestin-GFP, LPI agonist (AID 2013). U2OS GPR55 beta-arrestin-GFP translocation imaging, LPI antagonism; higher % means a stronger effect. actives 0.13% (n = 290,000). one-dose inhibition, % at 10 µM; IC50 in µM for titrated hits. G-protein coupled receptor 55 (Homo sapiens);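 active means spots per cell inhibited over 60%, with over 100 cells counted and total cytoplasm intensity under 500,000; inconclusive means wells with under 100 cells, flagged as likely toxic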;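 further: U2OS cells stably carrying GPR55 and arrestin-GFP stimulated by 5 µM LPI near EC80; imaged beta-arrestin-GFP aggregate spots per cell after agonist stimulation; plate controls were LPI-stimulated DMSO wells for no effect and DMSO wells without LPI for full effect; some results filed as inactive read as strong as hits; confirmed hits need IC50 under 10 µM and bright autofluorescent wells are also inconclusive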
GPR35 arrestin U2OS: GPR35 antagonists blocking zaprinast-driven arrestin recruitment, primary screen, imaging, U2OS, beta-arrestin-GFP, zaprinast agonist (AID 2058); U2OS GPR35 beta-arrestin-GFP translocation imaging, zaprinast antagonism; higher % means a stronger effect; G-protein coupled receptor 35 (Homo sapiens); actives 0.052% (n = 290,000); inhibition, % at 10 µM; hits with a dose series show IC50 in µM;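 active means inhibition of at least 50% with at least 30 cells and total cytoplasm GFP at most 10,000,000; inconclusive means under 30 cells or total GFP of 10,000,000 plus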
Siah-1 displacement: Siah-1 peptide-binding antagonists, primary screen, biochemical, fluorescence polarization, rhodamine-plectin, uHTS (AID 1817) | Siah-1 / rhodamine-plectin peptide fluorescence polarization; higher % means a stronger effect | actives 0.02% (n = 290,000) | displacement, % at 20 µM, or IC50 in µM where a hit was titrated;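 active means displacement of at least 50% at 20 µM, with a fluorescence ratio check between 0.3 and a set limit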;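 further: plate controls were Siah plus tracer with DMSO for no effect and tracer alone without Siah for full effect; strong numbers were not always called active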
NOD1 inhibition: NOD1 signaling inhibitors, primary screen, cell-based, luminescence, uHTS (AID 1578). actives 1% (n = 290,000). inhibition, % at 4 µM, or EC50 in µM where a hit was titrated. NOD1-driven NF-kB luciferase reporter cells, luminescence; higher % means a stronger effect; in the data active means inhibition mostly above about 36%, no sharp cut-off; inactive means mostly below about 34%;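 further: HEK-293T reporter cells stimulated with the NOD1 agonist gamma-tri-DAP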
KOR beta-arrestin-2: KOR agonists, beta-arrestin recruitment, primary screen, cell-based, luminescence, uHTS (AID 1777); Kappa-type opioid receptor (Homo sapiens); actives 0.02% (n = 280,000); KOR beta-arrestin recruitment, luminescence; higher % means a stronger effect; one-dose activation, % at 10 µM; EC50 in µM for titrated hits; in the data active means activation above about 50%, passing the limit was not always enough; further: a part of the inactive calls stands beside numbers as strong as those of hits
Numbers without * were called inactive; ? = inconclusive; . = not tested or not shown; [ ] = remark or other dose.

The line under a structure holds: NOD1 inhibition | GPR55 beta-arrestin | GPR55 antagonists | AID2073 | HIV peptide binding | Siah-1 displacement | KOR beta-arrestin-1 | KOR beta-arrestin-2 | GPR35 arrestin U2OS
[1] Cc1ccc(C(=O)OCC(=O)N2CCOCC2)cc1
  -40% | 0.1% | 10% | 7% | 0.2% | 14% | 2% | -2.8% | 16%
[2] C/C(=N/NC(=O)CNC(=O)c1ccccn1)c1ccccc1
  -12% | 0.0% | 10% | 5% | -0.4% | 6% | 8% | -2.5% | 9%
[3] Cc1ccc(C2=NN(C(=O)CNCCO)C(c3cccs3)C2)cc1 (configuration not stated)
  -10% | -0.2% | 5% | 11% | 0.8% | -3% | -3% | -0.7% | 13%
[4] Cc1ccc2c(C(=O)CN3CC(C)CC(C)C3)c(C)[nH]c2c1 (configuration not stated)
  -4% | -0.1% | 9% | 6% | -0.5% | 3% | 26% | -2.6% | -7%
[5] O=C1C(=O)N(Cc2cccnc2)C(c2cccc([N+](=O)[O-])c2)/C1=C(/O)c1ccc2c(c1)OCO2 (configuration not stated)
  7% | 1.1% | -22% | 6% | -0.7% | -5% | 5% | 12% | 2%
[6] COc1ccc(C(=O)NC(=S)Nc2ccc3[nH]c(=O)[nH]c3c2)c(OC)c1
  0% | -0.1% | 14% | 30% | 1.6% | -5% | -29% | 1.0% | 4%
[7] COc1ccc(Oc2ccc(C(F)(F)F)cc2NC(=O)c2ccc(F)cc2)cc1
  4% | 0.0% | 14% | -3% | -1.4% | -2% | 28% | 1.3% | 12%
[8] CS(=O)(=O)NCc1nnc(SCc2c(F)cccc2Cl)o1
  -28% | 0.3% | 0% | 3% | -0.3% | 0% | -11% | -2.3% | -6%
[9] COc1cccc(N2CCN(C(=O)c3ccc4nc(N5CCCCC5)sc4c3)CC2)c1
  -19% | -0.1% | -10% | -2% | -2.5% | -2% | -42% | -0.7% | -11%
[10] N#CC1=C(N)OC2=C(C(=O)CCC2)C12CCC1(CC2)OCCO1
  17% | 0.3% | 7% | -12% | -2.4% | -2% | 0% | -1.1% | 5%
[11] CN=C1C=C/C(=N/N=c2\ccn(O)cc2C)C=C1C
  -12% | 0.3% | 19% | -9% | -2.0% | -1% | 43% | 1.2% | -8%
[12] CC(=O)Nc1ccc(/C(C)=N/Nc2nc(N3CCOCC3)nc(N3CCOCC3)n2)cc1
  -19% | -0.4% | 6% | 15% | -1.8% | 4% | 3% | -4.2% | -14%
[13] Cc1ccc(CN(C(=O)COc2cccc(C)c2C)C2CCS(=O)(=O)C2)o1 (configuration not stated)
  -17% | -0.1% | 3% | 0% | -0.4% | -4% | 11% | -0.7% | -14%
[14] O=S(=O)(c1ccccc1)c1cnc(-c2cccnc2)nc1-c1ccc(Cl)cc1Cl
  -6% | 0.3% | 28% | -2% | -3.6% | 2% | -14% | 0.0% | 13%
[15] CCC1CCCCN1C(=O)CSc1nnc(CNC(=O)c2c(F)cccc2Cl)o1 (configuration not stated)
  -22% | 0.0% | 0% | -2% | -0.8% | -4% | -24% | -1.4% | 2%
[16] O=C(CSc1nnc(-c2ccc(OC(F)F)cc2)o1)N1CCOCC1
  -45% | -0.1% | 22% | 0% | 3.5% | 4% | 14% | -0.2% | -2%
[17] COc1ccc(NC(=O)c2ccc(Cl)cc2)c[n+]1[O-]
  -10% | 0.3% | 4% | 7% | 1.0% | 1% | -13% | 19% | 1%
[18] COc1cc(CC(NC(C)=O)C(=O)NC2CCN(C(=O)Nc3ccccc3Cl)CC2)cc(OC)c1 (configuration not stated)
  -15% | 0.5% | 0% | 1% | -0.6% | 2% | 2%[20 µM] | . | 12%
[19] CCOc1ccc(-n2c(SCc3ccc([N+](=O)[O-])cc3)nnc2-c2ccccc2)cc1
  -18% | -0.2% | 2% | -5% | -2.8% | 5% | 35% | -2.4% | -6%
[20] CC(=O)c1ccc(OC(=O)CCN2c3ccccc3Sc3ccccc32)cc1
  22% | -0.3% | -1% | -3% | 0.7% | -3% | -30% | 6.1% | 0%
[21] Cc1csc(=Nc2ccccc2)n1Cc1ccco1
  23% | -0.7% | -7% | -2% | -1.3% | -2% | 4% | 9.6% | -12%
[22] Cc1cc(C)n(-c2nc3ccccc3c(=O)n2OCc2ccc(Cl)cc2)n1
  8% | -0.2% | 9% | -6% | -0.8% | 1% | -8% | 3.0% | 2%
[23] COCCCNC(=O)/C(C#N)=C/c1c(N2CCCCCC2)nc2ccccn2c1=O
  -3% | 0.0% | 3% | 15% | -1.4% | -7% | -6% | -2.7% | 3%
[24] CCOC(=O)c1cc2c(C)n(-c3ccc(N(C)C)cc3)c(C)c2cc(C(=O)OCC)c1=O
  -57% | -0.2% | 1% | -3% | 1.3% | -1% | 8% | -2.0% | -18%
[25] CCc1ccc2[nH]c(=O)c(C(c3nnnn3Cc3ccco3)N3CCC(C)CC3)cc2c1 (configuration not stated)
  -6% | 0.0% | -5% | -2% | 1.2% | 2% | -27% | -0.1% | -1%
[26] Cc1ccccc1C1=NC(c2ccc(F)cc2F)ON1 (configuration not stated)
  -36% | -0.2% | -4% | -3% | -2.9% | -7% | 7% | -4.6% | -4%
[27] COc1ccc(C(=O)CSc2nnc(CNC(=O)c3ccc(OC)cc3)n2C)cc1
  -12% | 0.2% | 10% | -3% | 0.8% | -1% | 31% | -4.6% | 1%
[28] Cc1ccc(N2CC(=O)N(NC(=O)Nc3ccc(Cl)c(Cl)c3)CC2=O)cc1
  -4% | 0.3% | 11% | 10% | 2.8% | 12% | 16% | -0.9% | 3%
[29] O=c1cc(-c2ccc(Cl)cc2)[nH][nH]1
  . | -0.5% | -7% | 2% | 2.9% | 1% | 22% | -1.8% | -6%
[30] Cc1cccc(NC(=O)CSc2nnc(NC(=O)C3CC3)s2)c1C
  -16% | -0.2% | 8% | 16% | -0.1% | 1% | -24% | 3.3% | 0%
[31] O=C(CSc1ccccc1)NCCCN1CCOCC1
  -9% | 0.2% | 6% | -4% | 0.7% | 6% | -8% | 6.2% | 1%
[32] Cc1ccc(NC(=O)CSCC(=O)NCCc2ccccn2)c(C)c1
  -22% | 0.1% | 6% | 10% | -0.7% | -5% | 14% | -6.0% | 2%
[33] Cc1ccc(C(=O)CCS(=O)(=O)c2ccc(F)cc2)cc1
  3% | -0.1% | 19% | -7% | -0.1% | 0% | 13% | 4.6% | 0%
[34] COC(=O)C1(C(=O)OC)NOC2C(=O)N(c3ccccc3)C(=O)C21 (configuration not stated)
  -21% | 0.1% | 15% | 24% | 1.3% | 1% | 1% | -1.3% | -8%
[35] Cc1ccc2cc3cc(C(=O)NCCC(C)C)oc3nc2c1
  -48% | 0.4% | 16% | 16% | 15% | 1% | -28% | 1.8% | -11%
[36] CCCCNC(=O)c1ccc(CS(=O)(=O)c2ccc(C)cc2)o1
  -10% | -0.1% | -8% | 11% | 0.4% | -2% | -22% | 2.6% | -1%
[37] S=C(NCCC1=CCCCC1)NCc1ccco1
  -8% | 0.9% | -21% | -12% | -0.7% | 5% | -4% | -4.0% | -17%
[38] COc1ccc(C(=O)N/N=C(\CCC(=O)O)c2ccc(C(C)(C)C)cc2)cc1OC
  -11% | 0.5% | 2% | 4% | -1.3% | -4% | 11% | -3.0% | 7%
[39] CCCN(CCO)Cc1cccc(Oc2ccccc2)c1
  13% | -0.1% | -11% | 8% | -1.1% | -3% | 3% | -0.3% | 3%
[40] COc1cccc(/C=C/C(=O)NCc2ccc(S(N)(=O)=O)cc2)c1
  11% | -0.1% | 3% | -2% | 1.7% | -7% | -1% | 2.3% | 0%
[41] COc1ccc(-c2ccc(-c3nnn(CC(=O)N4CCOCC4)n3)cc2)cc1
  -37% | -0.2% | 7% | 43% | -1.8% | 4% | 15% | 13% | -10%
[42] CCOc1ccccc1C(=O)NCC(=O)N(C)Cc1cccnc1
  3% | -0.2% | -14% | -1% | 2.6% | -1% | 0% | -6.0% | -13%
[43] COc1cccc2c1OC1(C)CC2NC(=O)N1c1cccc(C(=O)N2CCN(c3ccccc3)CC2)c1 (configuration not stated)
  -10% | 0.0% | 3% | ? | 0.9% | 1% | 7% | -2.4% | -11%
[44] Cc1cccc(OCCSc2nc3ccccc3n2CC(=O)O)c1
  -30% | 0.5% | 1% | 14% | 2.0% | 6% | -29%[20 µM] | 3.0% | -1%
[45] O=C(c1ccco1)n1nc(-c2ccco2)nc1SCc1ccccc1
  -27% | -0.2% | -1% | 6% | 0.0% | 1% | 32% | 18% | 8%
[46] O=C(Nc1ccc(Nc2ccccc2)cc1)C(Cl)Cl
  -5% | -0.3% | 3% | -14% | -0.9% | -5% | 1% | 3.7% | -12%
[47] O=C(c1cccs1)N1CCCC(c2nc(-c3ccc(F)cc3)no2)C1 (configuration not stated)
  -35% | 0.3% | 27% | 0% | 0.1% | 3% | 16% | -5.5% | 0%
[48] CCOC(=O)c1cc(=O)n(Cc2ccccc2C)c2ccccc12
  5% | -0.1% | 9% | 1% | 1.5% | 6% | 18% | -2.4% | 15%
[49] Cc1nnc(NC(=O)CSc2ccc(-c3cccnc3)nn2)s1
  6% | 0.2% | 3% | -6% | -0.5% | -8% | -31% | 4.3% | 1%
[50] O=C(NCCCN1CCOCC1)c1csc2c1CCCC2
  14% | -0.1% | -8% | 5% | -1.6% | -7% | -55% | 5.9% | -11%
[51] CCCc1nc(SCC(=O)c2ccc(OC)cc2)c2c(=O)n(C)c(=O)n(C)c2n1
  -21% | -0.1% | -5% | -11% | -0.4% | 2% | 23% | -3.3% | -17%
[52] CC(=O)c1cccc(NS(=O)(=O)c2cc3c(cc2C)N(C(C)=O)CCO3)c1
  -19% | -0.2% | 4% | 8% | 1.4% | 4% | -11% | -3.7% | -1%
[53] COc1ccc(CN2CCN(C(=O)c3ccco3)CC2)cc1
  5% | -0.1% | 4% | 2% | 0.7% | 0% | -3% | -4.0% | -1%
[54] CCOc1cc(C(=O)Nc2ccc(N3CCN(S(C)(=O)=O)CC3)cc2)cc(OCC)c1OCC
  -32% | 0.0% | 10% | 13% | -0.1% | 2% | 8% | -4.4% | 6%
[55] COc1ccc(S(=O)(=O)N(CC(=O)NCCC(C)C)c2ccccc2)cc1OC
  -31% | -0.3% | -4% | 4% | -0.1% | 2% | -3% | . | 6%
[56] Cc1ccc(/C=[N+](/[O-])C2SC(=S)N(C)C2(C)C)cc1 (configuration not stated)
  -10% | 0.6% | -8% | 2% | -2.1% | -5% | -8% | -3.2% | -10%

The list is partial, so the mix of outcomes need not match the whole.
